ERK EGF inh: EGF-driven ERK pathway inhibition; AID 1454; Potency, µM (top dose mostly 11.5 µM), for inactives: at the top dose activity change, negative = inhibition, usual class: inhibitors; hit rate 0.41% among 130,000; HEK293-V1b, EGF-stimulated phospho-ERK AlphaScreen; active = well fitted inhibition curve with a large enough effect; inconclusive = small, poorly fitted or top-dose-only effect, or effect the other way;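 also: plate controls were stimulated vehicle wells for no effect and unstimulated vehicle basal for full effect; nearly all actives have a fitted effect of over 55% in size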
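HEK293 cells stably expressing V1b receptor, serum-reduced (1% FBS) overnight, pretreated 30 min with compound, then stimulated 5 min with 25 nM EGF; phospho-ERK detected by AlphaScreen SureFire. AC50 from Hill fits, normalized to DMSO and EGF.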
An asterisk follows results filed as active; u = inconclusive; & = joins results of further samples; [ ] = remark or other dose. Potency is read from the fitted curve at half-maximal effect.

no.	molecule	ERK EGF inh
1	O=C(N/N=C/c1cccc([N+](=O)[O-])c1)C1CC(=O)N(c2ccc(F)cc2)C1 (stereo not drawn)	-7%
2	CCO[C@@H]1OC(C(=O)N2CCN(C)CC2)=C[C@H](c2csc3ccccc23)[C@H]1CCCO	0%[57.5 µM]
3	CN(Cc1ncc[nH]1)C(=O)CC1C(=O)NCCN1Cc1c(F)cccc1Cl (stereo not drawn)	2%
4	OCCC1CN(Cc2ccc(Oc3ncccn3)cc2)CCN1Cc1ccc(F)c(F)c1 (stereo not drawn)	3%[57.5 µM]
5	CCOc1ccc(CCNC(=O)Cn2ccc3ccccc3c2=O)cc1OCC	2%
6	COc1cc(C2NC(=O)NC(C)=C2C(=O)OC(C)C)ccc1OC(=O)c1ccco1 (stereo not drawn)	1%
7	O=C(Nc1ncn[nH]1)c1cc(S(=O)(=O)Nc2cccc(C(F)(F)F)c2)ccc1Cl	-13%
8	Cc1csc(NC(=O)CS(=O)(=O)Cc2ccccc2)n1	-1%
9	Nc1nc(SCC(=O)Nc2ccccc2)[nH]c(=O)c1NC(=O)c1cccs1	-1%
10	Cc1nc2ccccc2c2c1CC(C(C)(Cl)Br)O2 (stereo not drawn)	-5%[57.5 µM]
11	Cc1cc2ccccc2n1CCNC(=O)C(C)(C)C	5%
12	COC(=O)c1cnc(Oc2ccc(NC(=O)NC(=O)c3c(F)cccc3Cl)cc2)cc1C(F)(F)F	u
13	CCCCNC(=O)CNC(=S)N(Cc1ccccc1)Cc1cccnc1	4%
14	O=S(=O)(c1ccc2c(c1)OCCO2)N1CCC(n2nnc3cc(F)ccc32)CC1	-8%
15	COc1ccccc1NCC(=O)Nc1cc(S(=O)(=O)N2CCOCC2)ccc1N1CCOCC1	-8%
16	CCOC(=O)c1ccc2[nH]c(C)c(CCC(C)=O)c(=O)c2c1	-9%[57.5 µM]
17	COc1cccc(C2/C(=C(/O)c3ccccc3)C(=O)C(=O)N2Cc2ccco2)c1 (stereo not drawn)	-5%[57.5 µM]
18	Cc1ccc2c(c1)C=CC(C)(C)S2(=O)=O	3%
19	Cc1cc(NC(=S)NC(=O)c2ccccc2)ccc1-c1cc2ccccc2oc1=O	7%
20	COc1ccc(S(=O)(=O)N(CCc2ccccc2)CC(N)=O)cc1	-1%
21	COc1ccc(-c2[nH]ncc2CN2CCC(N3CCSCC3)CC2)cc1F	-7%
22	CC1(c2ccc(OC(F)F)cc2)NC(=O)N(CC(=O)Nc2cccc(S(N)(=O)=O)c2)C1=O (stereo not drawn)	-13%[57.5 µM]
23	CSC(=S)N/N=C/c1ccccc1	5%
24	CCc1ccc(NC(=O)CC2C(=O)NCCN2C(=S)Nc2ccccc2)cc1 (stereo not drawn)	0%
25	CCCCOCCCNC(=O)c1ccc([N+](=O)[O-])c(C)c1	2%
26	COc1cccc(CN=c2c([N+](=O)[O-])nn(-c3ccccc3C)n2O)c1	5%
27	O=C1NC(=S)S/C1=C\c1coc2ccccc2c1=O	-11%
28	COc1ccc2c(c1)S(=O)(=O)c1ccccc1N2	-13%[57.5 µM]
29	Cc1ccc(C(O)P(=O)(OC(C)C)c2ccc(N(C)C)cc2)cc1 (stereo not drawn)	-3%[57.5 µM]
30	CC(C)Cc1nnc(NC(=O)Cc2cccs2)s1	2%
31	Cn1nc(C(F)(F)F)cc1C(=O)O	-7%[57.5 µM]
32	CC(C)NC(=S)NNc1nc2ccccc2s1	4%
33	O=C1CN(c2nc(-c3cccnc3)nc3scc(-c4ccccc4)c23)CCN1	1%
34	CC1(C)CC(=O)C(C(=O)c2ccccc2)C(=O)C1	-4%
35	O=C(CCl)Nc1cccc(CP(=O)(c2ccccc2)c2ccccc2)c1	6%[57.5 µM]
36	Cc1cc(/C=C2\SC(=S)NC2=O)c(C)n1-c1cccc(O)c1	2%[57.5 µM]
37	CCN(CC)CCN(Cc1cc2cc3c(cc2[nH]c1=O)OCO3)C(=S)NCc1ccco1	-3%
38	N/C(=N\c1nc2ccccc2o1)NC(=O)/C=C/c1ccccc1	-2%[57.5 µM]
39	CCC(C)(C)n1nnnc1C(c1ccncc1)N1CCC(C)CC1 (stereo not drawn)	-5%
40	Cc1cccc(N2Cc3ccccc3C2=NC(=O)c2ccc(Cl)nc2)c1	5%
41	O=C(COC(=O)c1ccccc1O)Nc1cccnc1Cl	-2%
42	CCC(C)NC(=O)CN(c1ccc(Cl)c(Cl)c1)S(C)(=O)=O (stereo not drawn)	-9%[57.5 µM]
43	CN(CC(=O)Nc1cccc(S(=O)(=O)NC2=NCCCCC2)c1)Cc1ccc(C(C)(C)C)cc1	3%
44	CN(C)CCNC(=O)C(=O)NCC1OCCN1S(=O)(=O)c1ccc([N+](=O)[O-])cc1 (stereo not drawn)	11%
45	CN1CCC/C1=C/C=C1\SC(=S)NC1=O	-2%
46	CC(C)Oc1ccc2c(c1)OC(c1ccccc1)(C(F)(F)F)NC2=O (stereo not drawn)	6%
47	CSc1nc(-c2ccccc2)cc(C(F)(F)F)c1C#N	-6%
48	Cc1cc2nccc(-c3ccncc3)n2n1	2%
49	CCc1ccccc1NC(=O)NC1CC2CCC(C1)N2Cc1ccco1 (stereo not drawn)	4%
50	O=C(c1ccco1)N1CCC2(CC1)CN(c1ncccn1)C2	-6%
51	CCCCN(C)C(=S)Nc1ccsc1C(=O)OC	0%
52	Cn1c(C(=O)c2ccccc2[N+](=O)[O-])nc2ccccc21	34%
53	CCCCOc1ccc2c(c1)/C(=C(\C(Cl)=C(Cl)Cl)[N+](=O)[O-])N2	5%
54	C=Cn1c(C(=O)O)ccc1-c1ccc(CC)cc1	-3%[57.5 µM]
55	CC1CC(C)CN(CCCOc2ccccc2[N+](=O)[O-])C1 (stereo not drawn)	-2%
56	COc1ccc2c(c1)C(=O)N(c1ccc(C)cc1C)C(=O)C2	-21%
57	COC(=O)c1c(NC(=O)C2COc3ccccc3O2)sc2c1CCN(Cc1ccccc1)C2 (stereo not drawn)	2%
58	COc1cc(NC(=O)COC(=O)CSc2cc(C)ccc2C)c(C)cc1[N+](=O)[O-]	6%
59	COc1ccc(NC(=O)N2CC3(CCN(C(=O)c4ccc(OC)cc4)CC3)C2)cc1	20%
60	O=[N+]([O-])c1cc(S(=O)(=O)/N=C(/c2ccccc2)N2CCOCC2)ccc1Cl	-7%

2 entries from above, with each value named.
44: CN(C)CCNC(=O)C(=O)NCC1OCCN1S(=O)(=O)c1ccc([N+](=O)[O-])cc1 (stereo not drawn)
  ERK EGF inh = 11%

45: CN1CCC/C1=C/C=C1\SC(=S)NC1=O
  ERK EGF inh = -2%

(more compounds)
no.	molecule	ERK EGF inh
61	CC(=O)Cc1cc(O)c2ccccc2c1OC(=O)c1ccc(Br)cc1	u
62	Cc1ccc(/C=C2/SC(=S)N(c3ccc(S(=O)(=O)Nc4nccs4)cc3)C2=O)cc1	u
63	O=C(O)CN1C(=O)/C(=C/c2ccsc2)SC1=S	-7%
64	CC1(C)CC(=O)C(C2=NC3(CCCCC3)Cc3ccccc32)=C(O)C1	-4%
65	CCOC(=O)c1cc2nc(-c3ccco3)cc(C(F)(F)F)n2n1	10%
66	O=C1c2ccccc2-c2n[nH]c3cccc1c23	6%&-7%
67	COC(=O)C1CCN(C(=O)CSc2nc3ccc(OC)cc3[nH]2)CC1	1%
68	CCCCCCc1cc2cc(C(=O)Nc3ccc(OC)cc3)c(=O)oc2cc1O	11%
69	COc1ccc(C(=O)NC2CCN(C(=S)Nc3ccc(C)cc3)CC2)cc1	6%
70	Cc1ccc(/C=C\c2nccc3c2[nH]c2ccccc23)cc1	-1%
71	COc1cccc(C(=O)NN2CC(O)=C(c3nc4ccccc4s3)C2=N)c1	-3%
72	O=C(O)c1ccccc1C(=O)N1N=C2/C(=C/c3cccc([N+](=O)[O-])c3)CCCC2C1c1cccc([N+](=O)[O-])c1 (stereo not drawn)	-2%
73	COc1cccc(CN(CC2CCCO2)C(=O)c2cc3ccccc3oc2=O)c1 (stereo not drawn)	3%
74	Cc1ccc(N2C(=O)C3C(C2=O)C2C=CC3C23CC3)c([N+](=O)[O-])c1 (stereo not drawn)	6%
75	CCOC(=O)c1ccc(NC(=O)C(=O)NCc2ccc(/C=C(/C#N)C(=O)NCCOC)o2)cc1	12%
76	Cc1c(NC(=O)C(C)OC(=O)/C=C/c2ccco2)c(=O)n(-c2ccccc2)n1C (stereo not drawn)	-20%
77	CCC(C)C(=O)NCCc1ccc(S(N)(=O)=O)cc1 (stereo not drawn)	7%
78	COC(=O)c1ccc(NC(CC(C)C)C(=O)OC)c([N+](=O)[O-])c1 (stereo not drawn)	1%
79	CCCC(=O)N/C(N)=N/c1nc2ccccc2o1	-2%[57.5 µM]
80	O=C(Nc1nncs1)c1cccc(S(=O)(=O)N2CCCCC2)c1	5%
81	CC(C)=CCc1c(O)ccc2c1OC(c1ccc(O)c(O)c1)CC2=O (stereo not drawn)	-1%[57.5 µM]
82	Cc1ccc(Nc2nnc(-c3ccc(N4CCOCC4)c([N+](=O)[O-])c3)c3ccccc23)cc1	1%
83	COC(=O)C1=NN(C(=O)c2cccc(Cl)c2)C(O)(C(C)(C)C)C1 (stereo not drawn)	9%
84	Cc1nc2sc(C(N)=O)c(N)c2c(C)c1CC(=O)c1ccccc1	0%
85	Cn1nccc1C(=O)N/N=C/c1ccccc1[N+](=O)[O-]	6%[57.5 µM]
86	CN1CCN(S(=O)(=O)c2ccc(Oc3ccc(F)cc3Br)nc2)CC1	11%[57.5 µM]
87	CC(C)(C(O)c1ccc([N+](=O)[O-])cc1)[N+](=O)[O-] (stereo not drawn)	1%
88	CC(C)C(NC(=O)c1ccc(C(C)(C)C)cc1)C(=O)OCC(=O)NC(=O)Cc1ccccc1 (stereo not drawn)	7%
89	CCOC(=O)C1(CC2CCCCO2)CCN(Cc2cn[nH]c2-c2cccc(F)c2)CC1 (stereo not drawn)	-3%
90	O=c1[nH]c(-c2ccc(Cl)cc2)nc(=S)[nH]1	6%[57.5 µM]
91	O=C(Nc1cc(S(=O)(=O)N2CCOCC2)ccc1N1CCCC1)c1cccnc1Cl	-6%[57.5 µM]
92	CCCCOC(=O)Nc1ccc2c(C)cc(=O)oc2c1	3%
93	CC1=C(C(=O)OCC2CCCO2)C(c2ccc(C)cc2)C2=C(CC(C)(C)CC2=O)N1 (stereo not drawn)	-10%
94	CN(c1ccccc1)S(=O)(=O)c1ccc(Cl)c(C(=O)Nc2nn[nH]n2)c1	4%
95	COCc1nnc(NC(=O)c2cccc(NC(=O)C(C)C)c2)s1	1%
96	COc1ccccc1NS(=O)(=O)c1cccc(NC(=O)Cc2cccs2)c1	1%
97	O=C(CNCc1cccs1)Nc1ccc(N2CCCCCC2)cc1	u
98	CCC(=O)c1ccc(N2CCCC2)c(F)c1	4%
99	CCCCc1ccc(NC(=S)NCc2cccnc2)cc1	-10%
100	Cc1cc(C)c(NC(=O)c2cc(=O)c3ccccc3o2)c(C)c1	-6%

Gathered by group: the compounds so far containing a furan ring, fused or not (8)
no.	molecule	ERK EGF inh
6	COc1cc(C2NC(=O)NC(C)=C2C(=O)OC(C)C)ccc1OC(=O)c1ccco1 (stereo not drawn)	1%
17	COc1cccc(C2/C(=C(/O)c3ccccc3)C(=O)C(=O)N2Cc2ccco2)c1 (stereo not drawn)	-5%[57.5 µM]
37	CCN(CC)CCN(Cc1cc2cc3c(cc2[nH]c1=O)OCO3)C(=S)NCc1ccco1	-3%
49	CCc1ccccc1NC(=O)NC1CC2CCC(C1)N2Cc1ccco1 (stereo not drawn)	4%
50	O=C(c1ccco1)N1CCC2(CC1)CN(c1ncccn1)C2	-6%
65	CCOC(=O)c1cc2nc(-c3ccco3)cc(C(F)(F)F)n2n1	10%
75	CCOC(=O)c1ccc(NC(=O)C(=O)NCc2ccc(/C=C(/C#N)C(=O)NCCOC)o2)cc1	12%
76	Cc1c(NC(=O)C(C)OC(=O)/C=C/c2ccco2)c(=O)n(-c2ccccc2)n1C (stereo not drawn)	-20%

Next part
no.	molecule	ERK EGF inh
101	Nc1nnc(N2CCCCCC2)s1	u
102	COc1ccccc1C(c1nnnn1Cc1ccco1)N1CCN(c2cccc(C)c2C)CC1 (stereo not drawn)	5%
103	O=C1CC(N2CCN(c3ccc(F)cc3)CC2)C(=O)N1c1ccccc1 (stereo not drawn)	2%
104	CC(C)NS(=O)(=O)c1ccc(NC(=O)C(C)Oc2ccc(C(=O)c3ccccc3)cc2)cc1 (stereo not drawn)	-1%
105	COc1ccc(COc2cc(-c3cccc(OC)c3)nc3ccc(NC(=O)c4ccc(C)cc4)cc23)cc1	12%
106	O=C1NC2(CCCCC2)C(=O)N1Cc1cc(=O)n2ccsc2n1	-1%
107	COc1cc(NC(=O)N[C@@H](Cc2ccccc2)C(=O)O)cc(OC)c1	-3%[57.5 µM]
108	CC(=O)N1CCN(CC(=O)Nc2c(Cl)ccc(C)c2Cl)CC1	29%
109	Cc1ccc2c(c1)C1CN(C)CCC1N2C(=O)c1ccccc1NS(=O)(=O)c1cccc(C(F)(F)F)c1 (stereo not drawn)	-11%
110	Cc1cc(NS(=O)(=O)c2ccc(NC(=O)c3cccc(OC(F)F)c3)cc2)nc(C)n1	-5%

Screens deposited in PubChem by National Center for Advancing Translational Sciences (NCATS).

Some of the compounds tested (hit frequency here may not be typical).
